MEKK3 PB1 HTS: modulators (inhibitors or enhancers) of MEK5 binding to human MEKK3 PB1 domain; binding response (% of control), % at 10 µM; bead-based flow cytometry, Alexa488-MEK5 binding to MEKK3; actives lie on both sides; 0 = blocked by unlabeled MEK5, 100 = vehicle; Q99759; 1.4% of 290,000 active;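 active = binding response more than 3 SD above or below the average of its plate-row segment, actives on both sides; inconclusive = wells at one plate position flagged as instrument error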;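 also: Alexa488 bead fluorescence after subtracting the streptavidin-only scavenger bead signal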
Target sequence (Q99759 whole entry, looked up, the tested form may be a part): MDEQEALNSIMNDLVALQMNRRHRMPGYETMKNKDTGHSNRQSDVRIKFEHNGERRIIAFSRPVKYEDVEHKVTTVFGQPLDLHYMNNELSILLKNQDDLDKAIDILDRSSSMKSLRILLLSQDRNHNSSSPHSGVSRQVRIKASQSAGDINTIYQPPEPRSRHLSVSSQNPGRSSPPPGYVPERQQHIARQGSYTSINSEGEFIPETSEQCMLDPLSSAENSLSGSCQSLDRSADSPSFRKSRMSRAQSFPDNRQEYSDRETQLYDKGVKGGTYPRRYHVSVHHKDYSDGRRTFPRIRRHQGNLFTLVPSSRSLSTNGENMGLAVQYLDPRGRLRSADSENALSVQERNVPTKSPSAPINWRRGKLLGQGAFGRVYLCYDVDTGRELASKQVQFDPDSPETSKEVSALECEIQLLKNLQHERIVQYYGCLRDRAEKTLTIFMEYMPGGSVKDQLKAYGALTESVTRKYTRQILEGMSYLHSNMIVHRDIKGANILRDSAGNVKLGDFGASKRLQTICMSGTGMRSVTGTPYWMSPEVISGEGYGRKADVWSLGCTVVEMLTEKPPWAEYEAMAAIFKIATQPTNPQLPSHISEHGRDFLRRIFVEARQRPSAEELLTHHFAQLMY
MEKK2mut PB1 HTS: signal of MEK5 binding to mutant human MEKK2 PB1 domain; bead flow cytometry, Alexa488-MEK5 binding to MEKK2 mutant; percent response, % at 10 µM; 0.35% of 290,000 active; AID 1530; in the data active = percent response above about 24%, passing the limit was not always enough; also: inactives centre near 1; some results filed as inactive read as strong as hits; reference of the scale not given here
MEKK2wt PB1 HTS: raises or lowers MEK5 binding to wildtype human MEKK2 PB1 domain | bead flow cytometry, Alexa488-MEK5 binding to MEKK2 WT; actives lie on both sides | 1.1% of 290,000 active | AID 1531 | binding response (% of control), % at 10 µM; in the data active = binding response below about 67% or above about 130%; inconclusive = no clear call, values can overlap the other calls; inactive = in between
PfM18AAP inh: blocks P. falciparum M18 aspartyl aminopeptidase. 1.2% of 290,000 active. AID 1822. inhibition, % at 7.35 µM. recombinant PfM18AAP, H-Glu-NHMec fluorogenic cleavage;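 active = inhibition above the campaign mean inhibition over all tested compounds plus 3 SD, cut at about 28% in these data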;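 also: 0% = plate median of test compound wells and 100% = 2 mM ZnCl2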
SUMO HTRF inh: inhibitors of human SUMOylation (UBC9); P63279; HTRF SUMOylation assay, SAE1/SAE2 + UBC9, in vitro; inhibition, % at 35 µM; 0.36% of 290,000 active; AID 2006; in the data active = inhibition above about 50%, passing the limit was not always enough; inconclusive = no clear call, values can overlap the other calls; also: strong numbers were not always called active
Target sequence (P63279 whole entry, looked up): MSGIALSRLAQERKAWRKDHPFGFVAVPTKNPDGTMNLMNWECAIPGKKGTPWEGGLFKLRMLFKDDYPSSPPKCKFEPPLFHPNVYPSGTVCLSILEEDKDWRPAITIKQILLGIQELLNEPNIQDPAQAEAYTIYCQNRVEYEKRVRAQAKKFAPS
IDE cell activ: IDE (human) activation, cell-based | P14735 | HEK cells, FAbeta-B cleavage, fluorescence polarization; 0% vehicle, 100% cell-free pure enzyme wells | activation, % at 5.96 µM | 0.073% of 340,000 active | AID 493087;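 active = activation above the mean of all tested compounds plus 3 SD, set per screening campaign, cut at about 17% in these data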
pCIP destab: p/CIP protein destabilization; decrease of EGFP signal, % at 10 µM; 0.01% of 290,000 active; AID 1984; Q05BA5; F442A p/CIP-EGFP cells, EGFP fluorescence, 16 h;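 active = EGFP signal decrease of at least 30% at 10 µM or well 3 SD below plate mean, unless failing retest; inactive = the rest, including hits failing retest or dose response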; also: some compounds called inactive have numbers as strong as hits; many of its hits are not listed in these tables
NALP1 yeast inh: blocks the NALP1 inflammasome reconstituted in yeast; AID 2071; inhibition, % at 10 µM; S. cerevisiae NALP1/ASC/caspase-1 growth, X-gal OD620, 72 h; 0.61% of 280,000 active; in the data active = inhibition mostly above about 24%, no sharp cut-off; inactive = mostly below about 32%; also: some compounds called inactive have numbers as strong as hits
IDE cell inh: inhibits human insulin-degrading enzyme in HEK cells | FAbetaB cleavage, fluorescence polarization | inhibition, % at 5.59 µM | 0.41% of 320,000 active;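 active = percent inhibition above the average of all tested compounds plus 3 SD, set per screening campaign, cut at about 16% in these data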;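 also: IDE supplied by intact live HEK cells; FP after avidin binding of uncleaved biotin substrate so inhibition keeps polarization high; 0% = DMSO wells and 100% = 60 µM reference IDE inhibitor Ii1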
Active calls of the source: *; u = inconclusive; x = no result given. Not all compounds are listed; the hit share may differ from the screen's.

Start of the data: the first 4 records (preview)
SMILES | MEKK3 PB1 HTS | MEKK2mut PB1 HTS | MEKK2wt PB1 HTS | PfM18AAP inh | SUMO HTRF inh | IDE cell activ | pCIP destab | NALP1 yeast inh | IDE cell inh
O=C1N(CN2CCN(Cc3ccccc3)CC2)c2ccccc2C12OCCCO2 | 94 | -1 | 90 | -13 | 14 | -3 | -3 | 13 | 0
C=CCNC(=S)N1CCC(C(N)=O)CC1 | 96 | -1 | 103 | -3 | 14 | 2 | 4 | 17 | 0
O=C(Cn1ccsc1=NC(=O)C(F)(F)F)c1ccccc1 | 109 | 10 | 108 | -6 | -26 | -2 | -3 | 20 | 5
O=C(c1ccc2nc(-c3ccco3)c(-c3ccco3)nc2c1)N1CCN(c2ncccn2)CC1 | 95 | -8 | 88 | 15 | u | 1 | 4 | 10 | 6

Main list (from the top)
SMILES | MEKK3 PB1 HTS | MEKK2mut PB1 HTS | MEKK2wt PB1 HTS | PfM18AAP inh | SUMO HTRF inh | IDE cell activ | pCIP destab | NALP1 yeast inh | IDE cell inh
O=C1N(CN2CCN(Cc3ccccc3)CC2)c2ccccc2C12OCCCO2 | 94 | -1 | 90 | -13 | 14 | -3 | -3 | 13 | 0
C=CCNC(=S)N1CCC(C(N)=O)CC1 | 96 | -1 | 103 | -3 | 14 | 2 | 4 | 17 | 0
O=C(Cn1ccsc1=NC(=O)C(F)(F)F)c1ccccc1 | 109 | 10 | 108 | -6 | -26 | -2 | -3 | 20 | 5
O=C(c1ccc2nc(-c3ccco3)c(-c3ccco3)nc2c1)N1CCN(c2ncccn2)CC1 | 95 | -8 | 88 | 15 | u | 1 | 4 | 10 | 6
CCOC(=O)C(Cc1ccccc1)c1ccnc2ncnn12 (stereo not drawn) | 100 | -1 | 103 | 4 | 12 | 2 | 2 | -4 | -1
COc1cc(OC)c(OC)cc1/C=N/n1c(-c2n[nH]c3c2CCC3)n[nH]c1=S | 92 | -11 | 92 | 4 | 30 | 2 | 2 | 2 | 6
Cn1c(OCc2cccnc2)nc2c1c(=O)n(Cc1ccccc1)c(=O)n2C | 93 | -6 | 99 | -8 | 0 | -2 | -4 | x | 5
CNc1ccccc1C(C)(C)c1cc(-c2cccc(OC)c2)no1 | 111 | -1 | 100 | 10 | 10 | x | -27 | 0 | 2
O=C(CCn1cnc2ccccc2c1=O)Nc1ccc2c(c1)OCCO2 | 90 | -1 | 93 | -4 | 22 | 0 | -11 | 10 | 0
CCCCOCCCNCC(=O)Nc1ccc(S(N)(=O)=O)cc1 | 81 | -10 | 93 | -4 | 2 | 4 | 0 | 17 | 3
CCn1c(SC)nnc1-c1ccc(S(=O)(=O)N2CCCCC2)cc1 | 97 | 3 | 100 | 1 | x | 3 | x | x | 2
Cc1ccccc1C(=O)Nn1c(C)ccc1C | 95 | -6 | 85 | 6 | 5 | x | -4 | -23 | 2
Cc1cc(C(=O)Nc2ccc(Cl)cc2)c(C)n1Cc1cccs1 | 85 | -36 | 82 | 1 | -4 | 0 | -3 | 3 | 2
CCc1ccc(C(C)NC(=O)C2CCCO2)cc1 (stereo not drawn) | 107 | 8 | 106 | -10 | 21 | 3 | -10 | 6 | x
N#C/C(=C\c1ccc2c(c1)OCO2)C(N)=S | 102 | 2 | 98 | 32* | 12 | x | 4 | 16 | -1
Cc1[nH]c2ccccc2c1C(=O)CN1CCCC(C)C1 (stereo not drawn) | 97 | 1 | 99 | 10 | 7 | 3 | -11 | 5 | 6
Cc1ccc(C2CC(C(F)(F)F)n3ncc(C(=O)NCc4ccco4)c3N2)cc1 (stereo not drawn) | 86 | -5 | 89 | -1 | 8 | 0 | -7 | 23 | 1
COc1ccc([N+](=O)[O-])cc1NC(=O)Cc1ccccc1Cl | 101 | -2 | 97 | -2 | -7 | 2 | -16 | 24 | -2
CCOC(=O)C1=C(O)/C(=C/c2cc(OC)c(O)c(OC)c2)SC1=Nc1ccc(OC)cc1 | 102 | 2 | 102 | 8 | 8 | -34 | -19 | 24 | x
COc1cccc(-c2noc(C3CCCN(C(=O)Cc4ccccc4)C3)n2)c1 (stereo not drawn) | 100 | -1 | 101 | 8 | 1 | 6 | 12 | 15 | -1
Cc1c(C(=O)NC2CCOC2)oc2c(F)cccc12 (stereo not drawn) | 105 | 4 | 106 | 11 | 2 | -1 | -4 | 13 | 2
O=C(Nc1ccccc1F)c1ccc(-c2cccc([N+](=O)[O-])c2)o1 | 96 | 3 | 102 | 0 | 13 | 4 | 3 | 5 | 5
CC1(C(=O)Nc2c(F)c(F)c(F)c(F)c2F)CC1(Br)Br (stereo not drawn) | 103 | 8 | 99 | -11 | -5 | 2 | -5 | 5 | -2
O=C1C(C=NCCN2CCOCC2)=C(O)c2ccccc21 | 106 | 0 | 102 | -1 | 0 | -1 | -1 | 33 | -2
CC(C)N(C(=O)CSc1ncnc2sc(-c3ccccc3)cc12)C(C)C | 103 | -1 | 100 | 4 | 9 | 4 | 5 | 27 | -3
SMILES | MEKK3 PB1 HTS | MEKK2mut PB1 HTS | MEKK2wt PB1 HTS | PfM18AAP inh | SUMO HTRF inh | IDE cell activ | pCIP destab | NALP1 yeast inh | IDE cell inh
Cc1ccc(C(=O)CC(C(=O)O)P(=O)(c2ccccc2)c2ccccc2)cc1 (stereo not drawn) | 81 | -3 | 81 | -10 | 1 | 4 | 7 | 6 | 1
CCC(=O)Nc1ccc(N2CCN(Cc3ccccc3F)CC2)cc1 | 96 | -5 | 94 | -2 | -2 | 4 | 8 | 25 | 1
CCOC(=O)N1CCN(C(=O)C2CC(=O)N(Cc3ccc(OC)cc3)C2)CC1 (stereo not drawn) | 102 | 3 | 104 | -6 | -5 | 3 | -10 | -7 | 0
COc1cc(C2C3C(=O)N(c4ccc(F)cc4)C(=O)C3ON2c2ccccc2)ccc1O (stereo not drawn) | 106 | 5 | 106 | 0 | -21 | -5 | 9 | 4 | 8
COc1ccc(S(=O)(=O)N2c3ccccc3OCC2C(C)(C)C)cc1 (stereo not drawn) | 92 | -3 | 96 | 4 | -18 | 1 | 22 | 7 | -3
COc1ccccc1N(C)C(=O)c1cc(S(=O)(=O)N2CCCC2)cn1C | 100 | 3 | 98 | 3 | -3 | 6 | -4 | 0 | -3
COc1cc(OC)c(NC2=CC(=O)C(=O)c3ccccc32)cc1Cl | 100 | 7 | 98 | 2 | 23 | -1 | -6 | 2 | 8
COn1c(=O)c(-c2ccccc2)[n+]([O-])c2ccccc21 | 99 | 4 | 96 | 2 | 16 | 6 | -11 | 17 | 1
COC(=O)c1sc(N)nc1C(C)(C)C | 102 | 1 | 101 | -12 | 6 | -3 | -5 | 25 | -4
O=C(N/N=C/c1ccccc1F)c1csc2c1CCCC2 | 99 | -2 | 92 | -1 | 8 | 3 | -16 | 5 | 0
O=C(CSc1ccccc1)Nc1nnc(/C=C/c2ccccc2)s1 | 97 | 19 | 98 | 1 | 26 | 6 | -4 | 19 | -2
COc1ccccc1NC(=O)CS(=O)(=O)c1cn(CC(=O)N2CCOCC2)c2ccccc12 | 102 | -6 | 99 | 2 | 9 | 8 | 6 | 4 | 1
CS(=O)(=O)N1CCN(C(=O)c2cc(-c3ccncc3)nc3ccc(Cl)cc23)CC1 | 102 | -8 | 103 | -3 | 30 | 6 | 0 | 21 | 2
CCCCCOc1ccc(/C=C/c2c([N+](=O)[O-])c(=O)n(C)c(=O)n2C)cc1 | 105 | 4 | 103 | 6 | 14 | 1 | 1 | 8 | 13
Cc1csc(NC(=O)C2CCC(C)(C(=O)O)C2(C)C)n1 (stereo not drawn) | 97 | -5 | 97 | -1 | 21 | 6 | -7 | -9 | 9
Cc1cc(C)c(C)c(OCC(=O)O/N=C(\N)c2ccncc2)c1 | 101 | -5 | 97 | -8 | -20 | 4 | -2 | 6 | -3
C/C(=N\NC(=S)NC1CCCCC1)c1c(F)cccc1F | 101 | -10 | 89 | -2 | -15 | 1 | 18 | 4 | -3
Cc1ccc(NC(=O)C2CCN(S(=O)(=O)c3c(C)[nH]c(=O)[nH]c3=O)CC2)cc1 | 102 | 0 | 97 | -1 | 13 | 0 | -8 | 32 | -8
Cc1ccc2c(c1)c1ncnc(N3CCOCC3)c1n2C | x | x | x | 4 | 26 | -24 | 1 | 23 | 17*
CC(C)NC(=O)NC(=O)CSc1ncccn1 | 96 | -1 | 94 | 1 | 20 | 4 | -1 | 8 | -8
COCCCn1c2nc3ccccc3nc2c2c(=O)n(-c3ccccc3OC)c(C)nc21 | x | x | x | -1 | 9 | x | -4 | -2 | 7
Cc1ccc(N2C(=O)CC3(CC4C=CC3C4)C2=O)cc1 (stereo not drawn) | 99 | 4 | 99 | -6 | 16 | -1 | -15 | 7 | -1
O=C(CCCc1cccs1)Nc1nc(-c2ccc(F)cc2)cs1 | 98 | -2 | 101 | 9 | 4 | 1 | -3 | x | 1
O=C(O/N=C(/c1ccccc1)c1ccncc1)c1ccccc1[N+](=O)[O-] | 101 | 0 | 103 | 2 | 2 | -2 | -3 | 0 | -3
COc1ccccc1OCCCCn1c(C(C)O)nc2ccccc21 (stereo not drawn) | 93 | 2 | 100 | 0 | 5 | 7 | -5 | -13 | 0
SMILES | MEKK3 PB1 HTS | MEKK2mut PB1 HTS | MEKK2wt PB1 HTS | PfM18AAP inh | SUMO HTRF inh | IDE cell activ | pCIP destab | NALP1 yeast inh | IDE cell inh
CS(=O)(=O)N1CCN(c2ccccc2NC(=O)c2ccc(Br)o2)CC1 | 100 | 3 | 91 | 6 | 29 | 2 | -11 | 23 | 1
Cc1cc(C)cc(C(=O)NC(CC(N)=O)c2ccc(NCCN3CCCC3)c([N+](=O)[O-])c2)c1 (stereo not drawn) | 100 | -8 | 98 | 4 | 15 | -6 | 0 | 12 | -1
CC(C)c1ccc(/C=N/NC(=O)C(=O)NCCCN2CCOCC2)cc1 | 98 | -2 | 101 | 9 | 4 | 4 | 1 | x | -5
COc1ccc(C(=O)N2CCN(Cc3ccccc3C(F)(F)F)CC2)cc1 | 98 | 5 | 97 | -6 | -3 | -2 | 1 | 8 | 7
CN(C(=O)c1nn(C)c2c1CS(=O)(=O)c1ccccc1-2)c1cccc(Cl)c1 | 96 | -6 | 98 | -4 | x | -3 | -1 | 27 | 1
O=C(NCc1ccncc1)c1cccc(F)c1 | 98 | 3 | 102 | 2 | -2 | -4 | -2 | -17 | 4
COc1ccc(C(=O)NC(CO)c2nnc(SCc3ccc(Cl)c(Cl)c3)n2C)cc1 (stereo not drawn) | 100 | -2 | 97 | -3 | 6 | 0 | -10 | -5 | 1
COc1ccc(S(=O)(=O)NNC(=O)Nc2ccccc2OC)c(OC)c1 | 100 | -3 | 102 | 4 | 12 | 4 | 10 | 6 | x
NC(=O)c1sc2nc3c(c(-c4cccs4)c2c1N)CCCCC3 | 99 | 1 | 98 | 4 | -16 | 3 | 2 | 23 | 3
Cc1ccc(C)c(OCC(=O)Nc2cccc(S(=O)(=O)NC3=NCCCCC3)c2)c1 | 101 | 3 | 97 | 6 | 0 | -2 | -19 | -1 | 1
Cc1ncc([N+](=O)[O-])n1CCOC(=O)NC(NCc1ccccc1)C(Cl)(Cl)Cl (stereo not drawn) | 99 | 15 | 100 | 1 | -8 | -3 | -6 | 11 | -12
CCOc1ccc(C(=O)NC(C)(C)CC)cc1 | 101 | 0 | 100 | -1 | -11 | 7 | 2 | 3 | -4
O=CN1CCC(=O)N(Cc2ccccc2)c2ccccc21 | 100 | 0 | 100 | 0 | -14 | 3 | 27 | 24 | 1
Cc1ccc(O)c(C(=O)c2cnc3c(c2)c(-c2ccc(F)cc2)c(C#N)c(=O)n3C)c1 | 86 | -11 | 80 | -6 | 31 | -1 | -4 | -4 | -2
CN(C(=O)c1cccc(Nc2ccc(-c3ccc4c(c3)OCCO4)nn2)c1)C1CCCCC1 | 109 | 3 | 98 | 1 | -21 | -4 | -24 | 6 | 7

Screens as filed in PubChem BioAssay.
